K1F lysis inhibition – inhibition of K1F phage lysis, E. coli UTI89, bacterial capsule biogenesis inhibitors, alamar blue (AID 488966); E. coli UTI89 K1F phage lysis, alamar blue, 2 h; higher % means a stronger effect; inhibition, % at 100 µM, or IC50 in µM where a hit was titrated; 340,000 tested, 0.02% active;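 active = phage lysis inhibition, versus mean bacterial control, above a set limit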;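 note: capsule biogenesis inhibitors block K1F phage lysis so surviving cells raise fluorescence; higher fluorescence means more inhibition of phage lysis; actives were called in the ten point dose series up to 300 µM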
Dengue-2 NS5 capping – Dengue-2 NS5 methyltransferase inhibitors, primary screen, biochemical, confirmation dose response (AID 588689). Dengue-2 NS5 methyltransferase capping enzyme assay, biochemical; higher % means a stronger effect. inhibition, % at 25 µM; hits with a dose series show IC50 in µM. 340,000 tested, 0.3% active; in the data active = a potency from the dose series
NTR1 ag – NTR1-driven beta-arrestin-GFP spot formation – imaging, U2OS cells, high content, primary screen (AID 493036) | activation, % at 20 µM | P30989 | agonist mode | 330,000 tested, 0.17% active;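 active = activation at or above 40% of the spot to cytoplasm intensity ratio, with at least 20 cells analyzed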;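 note: 0% = DMSO without peptide and 100% = 100 nM NTR1 peptide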
Target sequence (P30989 whole entry, looked up): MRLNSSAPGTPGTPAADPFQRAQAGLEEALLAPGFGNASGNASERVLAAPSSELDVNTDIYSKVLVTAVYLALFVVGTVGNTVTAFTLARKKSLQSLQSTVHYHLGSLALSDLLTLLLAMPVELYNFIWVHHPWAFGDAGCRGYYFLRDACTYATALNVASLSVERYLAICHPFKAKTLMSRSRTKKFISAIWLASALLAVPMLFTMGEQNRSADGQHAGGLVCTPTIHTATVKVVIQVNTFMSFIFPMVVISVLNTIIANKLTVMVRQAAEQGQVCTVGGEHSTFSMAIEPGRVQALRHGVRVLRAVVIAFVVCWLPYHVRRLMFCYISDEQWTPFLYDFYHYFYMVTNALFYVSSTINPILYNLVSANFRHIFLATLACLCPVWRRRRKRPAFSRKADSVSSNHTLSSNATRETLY
NTR1 ag cell count 20 µM – also measured in NTR1 ag; calls as there; cell count; measured here: cell count, cytotoxicity flag
Dengue-2 NS5 capping pilot replicate – second read-out of Dengue-2 NS5 capping, no call of its own (marks repeat the call); inhibition, %; measured here: pilot screen replicate inhibition
Numbers without * were called inactive; [ ] = remark or other dose. These rows are one share of the data; count on the stated rates, not on these rows.

SMILES	K1F lysis inhibition	Dengue-2 NS5 capping	NTR1 ag	NTR1 ag cell count 20 µM	others
O=C(CCN1C(=O)C2CC=CCC2C1=O)Nc1cccc(S(=O)(=O)N2CCCCC2)c1 (configuration not stated)	-0.2%	0.0%	3.4	60
CC(C)(C)OC(=O)C[C@@H]1C/C=C\C[C@@H](CC(=O)NCCO)C(=O)N[C@H](C(C)(C)C)COC1=O	-2.4%	-4.1%	6.0	63
CCN(CC(=O)Nc1c(F)cccc1F)C(=O)C1CCN(S(=O)(=O)c2ccc(C)cc2C)CC1	3.8%[50 µM]	-8.0%	0.4	63
COc1ccc(C2=NOC(Cn3nc(-c4ccccc4)cc3C(=O)NCc3cccc(C(F)(F)F)c3)C2)cc1 (configuration not stated)	2.3%	-2.4%	2.8	54
Cc1c(C(=O)O)sc(S(=O)(=O)N2CCN(C(=O)Cc3ccccc3)CC2)c1C(=O)O	0.3%[50 µM]	-2.2%	1.6	59
CCCSc1ccc([C@H]2N[C@@](CC(C)C)(C(=O)OC)[C@H]3C(=O)N(CC)C(=O)[C@@H]23)cc1	0.7%	-7.7%	3.0	60
COc1ccc(CN(C)C(=O)C2CC(=O)N(c3ccc4c(c3)OCCO4)C2)c(OC)c1 (configuration not stated)	0.3%[50 µM]	-11.8%	1.7	56
Cc1ccccc1OCCC(=O)OCC(=O)NC1CC1	1.2%[50 µM]	3.0%	-1.0	58
O=C(OCCc1cc2ccccc2c(=O)o1)N1CCOCC1	-0.1%	-3.9%	-1.7	50
O=C(Cc1ccc(Br)cc1)N1CCN(C(=O)c2ccccc2)CC1	0.4%[50 µM]	-8.6%	0.4	55
COC(=O)C1=C[C@@H](C(=O)OC)[C@@H]2C3=C(C(=O)[C@@]2(C)NC(=O)c2ccccc2)[C@H](C)C(C(=O)OC)=C(C(=O)OC)[C@@H]3C1	0.3%	2.4%	-2.2	70
O=C(CN1c2cccc3cccc(c23)S1(=O)=O)NCCc1ccccc1	0.7%[50 µM]	-4.4%	-1.0	57
CCn1c(CCNC(=O)c2cccs2)nnc1SCC(=O)Nc1cccc(Cl)c1	-0.3%	-3.2%	-1.7	89
COc1cc2c(-c3ccccc3)c(C)oc2cc1/C=N/NC(N)=S	1.0%	-1.6%	2.6	58
CCOC(=O)c1cccc(-n2cccc2/C=C2\NC(=O)N(CC(=O)O)C2=O)c1	0.0%	-4.5%	-0.1	56
CN(CC(=O)Nc1ccc(F)cc1)C(=O)Cn1cnc2ccc([N+](=O)[O-])cc2c1=O	-0.8%	-3.2%	2.6	64
COC(=O)[C@H]1C[C@H]1[C@@H](NC(=O)c1ccc[nH]1)c1ccccc1	-0.3%	8.4%	-1.4	64
COc1ccc(CN2[C@@H](CC(=O)O)c3ccccc3S2(=O)=O)cc1	0.4%	0.8%	-1.7	75
Cc1nnc(NC(=O)c2ccc(S(=O)(=O)N(C)c3ccccc3)cc2)s1	0.1%[50 µM]	-0.4%	3.6	48
CCN(CC(=O)Nc1c(F)cccc1F)C(=O)c1cccc(S(=O)(=O)N2CCCCCC2)c1	0.2%[50 µM]	-5.4%	-0.5	58

Filtered by structure: the entries above containing an aryl methoxy group (four)
SMILES	K1F lysis inhibition	Dengue-2 NS5 capping	NTR1 ag	NTR1 ag cell count 20 µM	others
COc1ccc(C2=NOC(Cn3nc(-c4ccccc4)cc3C(=O)NCc3cccc(C(F)(F)F)c3)C2)cc1 (configuration not stated)	2.3%	-2.4%	2.8	54
COc1ccc(CN(C)C(=O)C2CC(=O)N(c3ccc4c(c3)OCCO4)C2)c(OC)c1 (configuration not stated)	0.3%[50 µM]	-11.8%	1.7	56
COc1cc2c(-c3ccccc3)c(C)oc2cc1/C=N/NC(N)=S	1.0%	-1.6%	2.6	58
COc1ccc(CN2[C@@H](CC(=O)O)c3ccccc3S2(=O)=O)cc1	0.4%	0.8%	-1.7	75

Not a retest: an excerpt of the list.
SMILES	K1F lysis inhibition	Dengue-2 NS5 capping	NTR1 ag	NTR1 ag cell count 20 µM	others
Cc1nnc(NC(=O)c2ccc(S(=O)(=O)N(C)c3ccccc3)cc2)s1	0.1%[50 µM]	-0.4%	3.6	48
CCN(CC(=O)Nc1c(F)cccc1F)C(=O)c1cccc(S(=O)(=O)N2CCCCCC2)c1	0.2%[50 µM]	-5.4%	-0.5	58

More structures
SMILES	K1F lysis inhibition	Dengue-2 NS5 capping	NTR1 ag	NTR1 ag cell count 20 µM	others
O=C(N[C@H]1C/C=C\C[C@@H](CC(=O)N(CCO)Cc2ccccc2)C(=O)NC[C@H](c2ccccc2)OC1=O)OCC1c2ccccc2-c2ccccc21	2.0%	-2.0%	5.2	63
O=C(Nc1ccc(F)cc1)C1CCCN(C2=NS(=O)(=O)c3ccccc32)C1 (configuration not stated)	0.5%[50 µM]	-4.4%	-0.6	93
Cc1ccc(S(=O)(=O)N2CCN(C(=O)COC(=O)CCOc3ccccc3C)CC2)c(C)c1	-0.2%[50 µM]	3.6%	1.4	60
O=C(C[C@H]1C/C=C\CC[C@@H](Cc2ccc(F)cc2)C(=O)OC[C@H]2CCCN2C1=O)NCCO	0.2%	-1.7%	-2.4	50
Nc1cc(N)nc(SCC(=O)NC(=O)NC2CCCC2)n1	1.8%[50 µM]	-11.7%	-2.6	55
COc1ccc(CNC(=O)CN(C)CC(=O)Nc2ccccc2Br)cc1	1.2%[50 µM]	-11.7%	-0.6	72
COc1ccc(OC)c(C(=O)Nc2c(O)ccc3ccccc23)c1	-0.7%	-5.4%	2.0	47
C[C@]12c3[nH]c4cc(-c5ccco5)ccc4c3CCN1C(=O)[C@@H](CC(=O)NCCCn1ccnc1)C[C@@H]2C(=O)N1CCOCC1	0.2%	-6.0%	0.8	56	Dengue-2 NS5 capping pilot replicate=-4.0
O=S(=O)(NC1C2CC3CC(C2)CC1C3)c1ccccc1 (configuration not stated)	-0.5%	-0.7%	3.6	57
Cc1ccc(O)c(C(=O)c2cnn(C(=O)c3cccc(S(=O)(=O)N(C)C)c3)c2)c1	0.8%[50 µM]	4.3%	0.4	66
COc1ccc(NC(=O)c2ccc(NC(=O)c3nc4nc(C)cc(C)n4n3)cc2)cc1	0.3%[50 µM]	-11.0%	1.3	74
CCOc1ccc(Oc2ccccc2NC(=O)CN2C(=O)NC3(CCCC3)C2=O)cc1	0.2%[50 µM]	-11.6%	-0.6	65
CC(=O)c1cccc(NC(=O)CN2CCN(S(=O)(=O)/C=C/c3ccccc3)CC2)c1	0.3%[50 µM]	-9.0%	-0.5	76
Cc1c(C(=O)Nc2ccccc2)cnn1-c1ccccc1	1.0%	2.3%	-0.7	57
COc1ccc(NC(=O)c2ccc(N3CCCC3=O)cc2)cc1Cl	-2.0%	-4.0%	1.4	65
O=C(COC(=O)c1ccccc1SCC(=O)N1CCCC1)Nc1ccc(OC(F)F)cc1	0.5%[50 µM]	9.5%	-0.4	59
c1ccc2c(c1)ccc1nnnn12	-1.3%	5.4%	1.0	56
Cc1ccc(S(=O)(=O)N(CC(=O)Nc2cccc([N+](=O)[O-])c2)C(=O)N2CCN(C)CC2)cc1	1.4%[50 µM]	-1.5%	-0.1	53
Cc1ccc(S(=O)(=O)NCCC(=O)OCc2ccc([N+](=O)[O-])cc2)cc1C	0.3%[50 µM]	-8.6%	1.1	56
Cc1nc(Nc2nc(-c3ccccc3)cc(=O)[nH]2)nc2ccccc12	3.4%	-8.0%	4.7	57
CCCCN(C(=O)C1CCCC1)c1c(N)n(Cc2ccccc2)c(=O)[nH]c1=O	0.7%	-2.4%	-1.0	56
CCC(C(=O)Oc1c(C(C)C)cccc1C(C)C)c1ccccc1 (configuration not stated)	1.1%	7.4%	2.9	46
Cc1noc(C(C)C)c1C(=O)Nc1ccc(-c2nnc3n2CCCCC3)cc1	1.2%[50 µM]	0.7%	1.8	62
Cc1ccc(NC(=O)COC(=O)c2ccc3c(c2)OCCO3)cc1	0.1%[50 µM]	-3.4%	0.2	99
COc1ccc(Cl)cc1NC(=O)CN(C)C(=O)CSc1ccc2c(c1)OCCO2	0.3%[50 µM]	-1.5%	-1.0	88
CC(C)n1ncc2c(C(=O)NCCOc3ccccc3F)cc(C3CC3)nc21	-0.3%[50 µM]	-0.7%	3.9	67
Cc1nc2ccc(NC(=O)c3ccc(C)c(S(=O)(=O)N4CCOCC4)c3)cc2s1	0.7%[50 µM]	-1.5%	4.3	54
CCC(C)N(C(=O)Cn1nc(C)c([N+](=O)[O-])c1C)C1CCS(=O)(=O)C1 (configuration not stated)	1.1%[50 µM]	2.2%	-0.4	71
COc1ccc(OCC(=O)Nc2cccc(S(=O)(=O)N(C)c3ccccc3)c2)c([N+](=O)[O-])c1	0.8%[50 µM]	-1.5%	-0.3	56
COc1ccc(NC(C)=O)cc1S(=O)(=O)N1CC=C(c2ccccc2)CC1	0.7%[50 µM]	-4.0%	-1.6	53
NC(=O)C1CCN(C(=O)CCNS(=O)(=O)c2ccccc2F)CC1	1.8%[50 µM]	-14.6%	-1.5	51
O=C(Cn1c(NCCCCl)nc2ccccc21)c1ccccc1	0.9%	-2.7%	-1.5	65
CCOc1ccc(C(=O)COC(=O)CN2C(=O)NC3(CCCCC3C)C2=O)cc1 (configuration not stated)	0.8%[50 µM]	-9.5%	3.0	59
COc1ccc2oc(C(=O)OCC(=O)NC3(C#N)CCCC3)c(C)c2c1	1.1%[50 µM]	-3.6%	-0.5	50
CCCn1c(SCC(=O)N2CC(=O)Nc3ccccc32)n[nH]c1=O	-1.7%	0.0%	1.5	47
O=C(OCc1cccc(C(F)(F)F)c1)c1cc(S(=O)(=O)N2CCOCC2)ccc1F	-1.1%	-3.7%	21.6	67
CCN(CC)S(=O)(=O)c1ccc(N2CCOCC2)c(NC(=O)c2cccc3c(=O)c(C)c(-c4ccccc4)oc23)c1	0.2%	-11.9%	2.9	52
O=C(COC(=O)c1ccc(-n2cnnn2)cc1)c1ccc(Br)cc1	1.6%[50 µM]	2.2%	0.9	68
COc1cc(CC(=O)OCC(=O)N2CCN(C(=O)c3ccco3)CC2)cc(OC)c1OC	0.3%[50 µM]	3.0%	-2.5	60
COc1cc(NC(=O)Cn2cnc3c(SC)nc(N)nc32)cc(OC)c1OC	0.1%	-2.3%	1.6	49	Dengue-2 NS5 capping pilot replicate=-3.3
Cc1ccc(NC(=O)CSCC(=O)Nc2cc(Cl)ccc2N2CCN(C)CC2)cc1	0.9%[50 µM]	-0.7%	1.1	68
CCC(=O)c1cc(F)ccc1OCC(=O)Nc1ccc2c(c1)OCCO2	1.2%[50 µM]	1.5%	4.0	61
COCCNC(=O)c1onc(CSc2cccc(OC)c2)c1C(=O)NCCOC	1.0%	7.2%	-1.0	103
C[C@H](NCCc1ccc(O)cc1)[C@H](O)c1ccc(O)cc1	1.9%	5.1%	2.1	55
NC(=O)C1CCN(c2oc(-c3cccs3)nc2S(=O)(=O)c2ccc(Cl)cc2)CC1	0.9%[50 µM]	-6.9%	0.5	57
CCOc1ccc(S(=O)(=O)Nc2ccc(C(=O)N3CCC3)cc2)cc1	0.4%[50 µM]	-0.7%	-0.1	70
CSCCC(NC(=O)COc1ccccc1)C(=O)N(C)Cc1cccc(F)c1 (configuration not stated)	0.6%[50 µM]	-4.8%	2.8	60
O=C(CN1C(=O)NC2(CCCC2)C1=O)c1ccc(Cl)s1	0.8%[50 µM]	-7.4%	0.4	54
O=C(C1CCN(S(=O)(=O)c2ccccc2F)CC1)N1CCCC1	-0.3%[50 µM]	-3.6%	-0.3	65
COc1ccc(C(=O)Nc2c(O)ccc3ccccc23)cc1OC	1.1%	8.4%	0.0	39
Continuation:
SMILES	K1F lysis inhibition	Dengue-2 NS5 capping	NTR1 ag	NTR1 ag cell count 20 µM	others
Cc1ccc(NC(=O)c2ccc3c(c2)OCCO3)nc1	-0.7%	0.7%	-0.1	60
Cc1ccc(OC[C@H](O)[C@H](C)NC(C)C)c2c1CCC2	6.6%	-4.5%	-0.4	72
CC(=O)O[C@H]1CC[C@@]2(C)[C@@H](CC[C@@H]3[C@@H]2CC[C@]2(C)[C@@H](C(C)(C)O)C[C@@H]32)C1	-0.1%	4.8%	4.1	66
CSCCC1NC(=O)N(CC(=O)Nc2cccc(S(=O)(=O)N3CCCCCC3)c2)C1=O (configuration not stated)	-1.8%	7.4%	-1.0	68
CCC(C)Sc1cccc(-c2nc3cnccn3c2NC2CCCCC2)c1 (configuration not stated)	-0.4%	-7.2%	27.2	60
CC1(C)Oc2cc3oc(-c4cc(O)cc(O)c4)cc3cc2CC1O (configuration not stated)	-1.2%	-9.4%	2.6	89
CCC1Nc2ncnc(N3CCN(c4ccccc4)CC3)c2N(Cc2ccc(Cl)cc2)C1=O (configuration not stated)	0.6%	-4.0%	4.2	56
O=C(CCNC(=O)c1ccc(Br)cc1)Nc1ccccc1N1CCCC1	0.4%[50 µM]	-5.1%	1.5	71
COc1cc(C=NNC(=O)c2ccccc2-n2cccc2)ccc1O	0.1%[50 µM]	-16.8%	0.3	51
CC(=O)N1CCN(C(=O)c2cccc(S(=O)(=O)N3CCN(c4ccc(F)cc4)CC3)c2)CC1	1.4%[50 µM]	4.3%	0.6	56
O=c1cc(CO)oc2ccccc12	1.6%	-2.0%	1.2	56
COc1ccccc1C(=O)NCCC(=O)N1CCN(c2ccccc2O)CC1	0.8%[50 µM]	-5.9%	-1.7	60
